MLLE-PAM2 inh: blocks PAM2 peptide binding to the PABP1 MLLE domain; P11940; GST-MLLE / FITC-PAM2 fluorescence polarization; inhibition, % at 20 µM; actives 0.36% (n = 360,000); in the data active = inhibition above about 35%, passing the limit was not always enough;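 also: plate controls were DMSO wells with GST-MLLE for no effect and wells lacking GST-MLLE protein for full effect; some results filed as inactive read as strong as hits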
LMPTP block: LMPTP (human) inhibition. inhibition, % at 20 µM. actives 0.22% (n = 360,000). recombinant LMPTP-A, OMFP fluorogenic substrate, fluorescence intensity. P24666;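 active = compounds that cut the enzyme signal by at least half of the control window in the single-dose screen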;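 also: plate controls were DMSO wells with enzyme plus substrate for no effect and substrate without enzyme for full effect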
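Test system – LMPTP-A phosphatase enzyme · Quantity – 0.625 nM LMPTP-A final · Reagent – OMFP substrate, 400 µM final · Dosing – one test concentration per compound, 20 µM, with 3% DMSO overall · Timing – 50 min enzyme reaction at room temperature, protected from light · Detection – fluorescence intensity · Controls – substrate-only low control, DMSO enzyme-plus-substrate high control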
TbMetRS inhib: Trypanosoma brucei MetRS inhibition; purified T. brucei MetRS, ATP depletion, Kinase-Glo luminescence; inhibition, % at 11.9 µM; actives 0.4% (n = 360,000); AID 624268;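 active = inhibition above a per-plate cutoff of the control wells' mean inhibition plus 3 SD, cut at about 5.5% in these data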;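 also: 0% = DMSO wells median and 100% = median of wells with control inhibitor compound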
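technique = Kinase-Glo luminescence, ATP depletion format | system = purified MetRS (methionyl-tRNA synthetase) enzyme from Trypanosoma brucei | timing = 15 min preincubation, 2 h reaction, all 25 °C | evaluation = percent inhibition versus plate control medians | dosing = single dose, 11.9 µM final nominal, 0.9% final DMSO | also added = substrates ATP, L-methionine and bulk Escherichia coli tRNA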
CSN inh: blocks human CSN-mediated cullin deneddylation | inhibition, % at 12.5 µM | Purified CSN, SCF-Nedd8-OG deneddylation, fluorescence polarization | Q92905 | actives 0.38% (n = 360,000) | AID 651999;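 active = pattern-corrected inhibition above about 35%, with an unprinted fluorescence ratio check between 0.5 and 1.5, limit read from the data, passing the limit was not always enough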;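 also: 0% = enzyme with substrate and 100% = substrate without enzyme; some results filed as inactive read as strong as hits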
Target sequence (Q92905 whole entry, looked up, one chain of several): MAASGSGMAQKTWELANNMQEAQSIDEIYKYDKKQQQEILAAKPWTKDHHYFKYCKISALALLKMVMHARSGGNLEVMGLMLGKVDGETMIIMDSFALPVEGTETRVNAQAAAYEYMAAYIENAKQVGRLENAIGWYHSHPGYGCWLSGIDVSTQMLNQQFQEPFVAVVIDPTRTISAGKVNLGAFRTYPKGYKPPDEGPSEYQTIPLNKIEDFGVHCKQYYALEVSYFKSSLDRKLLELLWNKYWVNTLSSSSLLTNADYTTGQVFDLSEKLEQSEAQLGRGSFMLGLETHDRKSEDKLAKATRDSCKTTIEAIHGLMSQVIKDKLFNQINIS
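Assay system: Purified human Csn5 enzyme expressed in HEK293T cells | Amount: Enzyme 0.24 nM | Measured by: Fluorescence polarization readout | Medium: Tris/NaCl/DTT buffer, pH 7.5 | Compound dosing: One concentration, 12.5 µM, 0.25% DMSO | Times: 90 min incubation of compound, enzyme and substrate at room temperature | Control set: no-enzyme wells high, enzyme-with-substrate wells low | Read-out: % inhibition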
Scp-1 inhibitor: blocks human Scp-1 phosphatase activity. Q9GZU7. Recombinant Scp1, phosphopeptide, malachite green phosphate absorbance. inhibition, % at 20 µM. actives 0.88% (n = 340,000). AID 493091;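 active = inhibition above about 50% at 20 µM, limit read from the data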;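 also: plate controls were DMSO wells with enzyme for no effect and wells lacking enzyme for full effect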
Target sequence (Q9GZU7 76-261 limits assumed): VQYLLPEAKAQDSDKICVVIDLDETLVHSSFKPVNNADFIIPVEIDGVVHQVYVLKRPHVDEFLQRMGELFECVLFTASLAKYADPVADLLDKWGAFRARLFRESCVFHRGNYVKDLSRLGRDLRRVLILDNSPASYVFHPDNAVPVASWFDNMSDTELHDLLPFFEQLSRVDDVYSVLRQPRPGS
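Incubation: 45 min enzyme reaction at room temperature / System: truncated SCP-1 phosphatase (76-261aa) / Reagent: Phospho 17-mer peptide substrate / Buffer or medium: Acidic Tris acetate buffer with magnesium and detergent / Signal: absorbance at 630 nm / Doses: one concentration, 20 µM, with 1.0% DMSO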
DNMT1 inh: DNMT1 (human) enzyme inhibition | DNMT1 molecular beacon, Hinp1I cleavage, fluorescence | P26358 | actives 0.83% (n = 360,000) | inhibition (reported as % activation of signal), % at 10 µM; in the data active = inhibition above about 50%
Rpn11 block: Rpn11 (human) deubiquitinase inhibition | O00487 | human 26S proteasome, Ub4-pepOG fluorescence polarization; 20S core pre-blocked with epoxomicin | AID 588493 | calls only at 20 µM | actives 0.59% (n = 360,000);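 active = inhibition at 20 µM, scaled to each plate's controls, above about 33%, limit read from the data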
Target sequence (O00487 whole entry, looked up): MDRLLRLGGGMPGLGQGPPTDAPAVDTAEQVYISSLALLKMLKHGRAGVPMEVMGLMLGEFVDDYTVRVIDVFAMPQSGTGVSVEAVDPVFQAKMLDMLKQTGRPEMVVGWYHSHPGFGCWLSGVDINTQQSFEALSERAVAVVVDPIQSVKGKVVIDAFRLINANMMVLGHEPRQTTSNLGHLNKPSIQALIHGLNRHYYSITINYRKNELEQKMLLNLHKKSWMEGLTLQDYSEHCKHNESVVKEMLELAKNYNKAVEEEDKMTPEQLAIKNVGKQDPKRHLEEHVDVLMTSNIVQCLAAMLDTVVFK
STEP block: STEP (human) phosphatase inhibition. P54829. recombinant STEP, OMFP fluorogenic substrate, fluorescence. inhibition, % at 20 µM. actives 0.25% (n = 360,000);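 active = inhibition at 20 µM, scaled per plate between control wells, above about 37%, limit read from the data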;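 also: 0% = DMSO with enzyme and substrate and 100% = substrate only without enzyme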
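System: STEP phosphatase, cell-free reaction; Buffer or medium: Bis-Tris pH 6.0 buffer with DTT, detergent; Incubation: 20 min at room temperature, dark; Measured by: fluorescence, 480/540 nm.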
SUMO1-SIM PPI: alters human SUMO1 binding to SIM partners; inhibition, % at 20 µM; actives 0.33% (n = 360,000); SUMO1 binding to a labelled peptide, TR-FRET, 1 h; in the data active = inhibition above about 37%
Target sequence (P63165 whole entry, looked up): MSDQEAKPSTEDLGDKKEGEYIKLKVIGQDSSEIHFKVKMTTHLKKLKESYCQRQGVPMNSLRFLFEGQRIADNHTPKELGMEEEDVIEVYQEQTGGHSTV
NadD inh: NadD (S. aureus) enzyme inhibition. purified NadD enzyme, colorimetric absorbance read-out. inhibition, % at 20 µM. actives 0.78% (n = 360,000). AID 602399; in the data active = inhibition above about 26%; also: some compounds past the cut are filed as inactive
* = called active by the depositor; i = inactive; / = not tested or not shown; & = joins results of further samples.

SMILES	MLLE-PAM2 inh	LMPTP block	TbMetRS inhib	CSN inh	Scp-1 inhibitor	DNMT1 inh	Rpn11 block	STEP block	SUMO1-SIM PPI	NadD inh
C#CCOCCOCCOCCNc1nc(N2CCN(C(=O)C([C@@H](C)CC)n3cc(C(N)Cc4ccc(O)cc4)nn3)CC2)nc(N2CCN(C(=O)[C@H](CCC(=O)O)n3cc(C(N)Cc4ccc(O)cc4)nn3)CC2)n1 (some centres undefined)	-3	-1.4	-0.3	-3	-3	-3	i	0	-1	7
CCCc1cc(=O)oc2cc(OCC(=O)N3CCOCC3)c(Cl)cc12	-17	0.5	-0.1	0	-1	0	i	-1	0	-3
Cc1ccc(NC(=O)Nc2cnccn2)c(C)c1	-2	-1.1	-0.6	1	2	3	i	2	-1	-7
COc1ccc(CC(=O)N2CCN(c3ccccc3F)CC2)cc1OC	-8	-0.6	-0.4	1	-5	1	i	0	-1	2
Cc1ccc(NC(=O)C2CCN(C(=O)[C@@H]3Cc4ccccc4CN3)CC2)c(C)c1	2	-0.2	0.4	-2	-5	-1	i	-3	0	-3
O=C(O)c1[nH]c2ccc(Br)cc2c1CCN1C(=O)c2cccc([N+](=O)[O-])c2C1=O	11	-0.5	0.0	0	-2	2	i	1	-23	0
NS(=O)(=O)c1cccnc1Nc1c(Cl)cccc1Cl	-3	-0.8	-0.6	-3	-14	-1	i	-7	1	-5
CCN(CC)c1cc(Cl)nc(N)n1	8	-0.3	-0.3	-9	-11	3	i	-4	-3	-3
O=C(Nc1ccc(-c2nnc(-c3ccco3)o2)cc1)C(c1ccccc1)c1ccccc1	8	1.7	-0.6	7	3	-8	i	-3	-3	-3
CCNC(=O)NC(=O)C(C)OC(=O)Cc1coc2cc3c(cc12)CCC3 (centres undefined)	5	1.4	-0.9	6	4	0	i	4	4	-13

Reprinted from the part before: 2 compounds; new compounds follow.
SMILES	MLLE-PAM2 inh	LMPTP block	TbMetRS inhib	CSN inh	Scp-1 inhibitor	DNMT1 inh	Rpn11 block	STEP block	SUMO1-SIM PPI	NadD inh
O=C(Nc1ccc(-c2nnc(-c3ccco3)o2)cc1)C(c1ccccc1)c1ccccc1	8	1.7	-0.6	7	3	-8	i	-3	-3	-3
CCNC(=O)NC(=O)C(C)OC(=O)Cc1coc2cc3c(cc12)CCC3 (centres undefined)	5	1.4	-0.9	6	4	0	i	4	4	-13
CC(C)(C)N(NC(=O)OCc1ccccc1)C(=O)c1ccccc1Cl	4	-0.5	0.4	4	-14	-2	i	0	-4	-3
CC(C)Cn1c(SCC#N)nc2ccccc2c1=O	10	0.4	-0.1	1	25	-3	i	-1	-2	-11
COCCN1C(=O)c2ccccc2C(C(=O)NCCN(C)C)C1c1ccc(F)cc1 (centres undefined)	-19	-1.1	-1.6	2	5	4	i	-2	-4	-2
Cc1ccc(Nc2n[nH]c(C)c2[N+](=O)[O-])cc1	-4	-0.2	0.1	-9	-3	3	i	-1	-20	-1
CCOC(=O)c1[nH]ncc1CN1CCCC(C(=O)c2cc(Cl)ccc2OC)C1 (centres undefined)	3	-1.7	0.1	5	-5	-2	i	1	4	-5
Cc1ccc(-n2[nH]c(C)c(C=Nc3ccc4[nH]c(=O)[nH]c4c3)c2=O)cc1C	67*	-1.6	-2.2	0	4	-8	i	0	-1	-10
CCc1ccc(NC(=O)C(=O)N/N=C(\C)CC(=O)NCCOC)cc1	-1	0.0	-0.3	4	-3	-2	i	-1	3	-2
CCCCc1nc2cc(C(=O)NCc3cn(C)nc3C)ccc2o1	3	-1.2	-0.3	-2	-10	2	i	-3	-1	-2
Cn1c(NNC(=O)c2ccccc2F)cc(=O)n(C)c1=O	-2	-1.5	0.2	2	-9	-6	i	-2	2	-4
COc1ccc(S(=O)(=O)N2CCN(CC(=O)Nc3cccc(F)c3)CC2)cc1	-7	-0.1	-0.3	0	4	-2	i	4	2	0

With a hit mark in MLLE-PAM2 inh, of those listed so far:
SMILES	MLLE-PAM2 inh	LMPTP block	TbMetRS inhib	CSN inh	Scp-1 inhibitor	DNMT1 inh	Rpn11 block	STEP block	SUMO1-SIM PPI	NadD inh
Cc1ccc(-n2[nH]c(C)c(C=Nc3ccc4[nH]c(=O)[nH]c4c3)c2=O)cc1C	67*	-1.6	-2.2	0	4	-8	i	0	-1	-10

(list continues)
SMILES	MLLE-PAM2 inh	LMPTP block	TbMetRS inhib	CSN inh	Scp-1 inhibitor	DNMT1 inh	Rpn11 block	STEP block	SUMO1-SIM PPI	NadD inh
Cc1ccc([N+](=O)[O-])cc1S(=O)(=O)Nc1ccc(C(=O)N2CCN(C(=O)c3ccco3)CC2)cc1	2	0.8	-0.1	0	24	8	i	0	-1	6
CC1CN(C2CCCCC2)C(=S)NC1=O (centres undefined)	-105	-1.1	-0.1	2	-12	-1	i	-3	1	4
COc1cccc(-c2cnc3c(NC=O)cc(-c4cccc(C(=O)N(C)C)c4)cn23)c1	-31	0.5	-0.3	10	/	-3	i	0	-3	9
Cc1cccc(C(=S)N2CCOCC2)n1	14	-3.3	-0.3	-2	-2	4	i	-1	1	1
CC(C)(C)OC(=O)N(CCc1ccccc1)Cc1ccccc1OCc1cccc(NC(=O)C2CC2)c1	8	2.8	-0.1	5	1	3	i	0	-2	0
Cc1cccc(C)c1NC(=O)C[n+]1cc(-c2ccccc2)n2c1CCC2	10	-1.5	0.2	2	0	0	i	2	-4	-12
Cc1ccc(C2(c3noc(CN4CCOCC4)n3)CCCC2)cc1	1	-0.8	-1.2	3	6	0	i	-1	-3	-5
CCc1nnc(NC(=O)c2ccco2)s1	-2	-0.8	1.0	-4	/	4	i	-3	-3	-2
COc1ccc(CCNC(=O)CSc2ncnc3c2oc2ccccc23)cc1OC	-9	-0.1	-1.5	-4	-3	3	i	-4	-2	-3
O=S(=O)(c1cccc(-c2nnc3n2CCCCC3)c1)N1CCOCC1	8	0.8	-0.3	-1	-4	2	i	9	-1	1
CCO[C@H]1OC(C(=O)NC2CC2)=C[C@@H](c2c[nH]c3ccccc23)[C@@H]1CCCO	-5	0.4	0.3	-4	-10	5	i	2	3	1
CC(=O)Nc1ccc(NC(=S)NC(=O)c2ccc([N+](=O)[O-])cc2)cc1	40*	0.4	-0.4	-3	-8	1	i	-1	-27	2
CNC(=S)NNC(=O)c1sccc1OCc1ccccc1	-15	-0.5	-0.1	0	-5	10	i	0	-2	2
CC1CN(C(=O)CCN2C(=O)c3ccccc3C2=O)CC(C)O1 (centres undefined)	4	-1.6	0.9	0	-1	2	i	1	-3	2
COC(=O)c1ccsc1NC(=O)CN1CCN(Cc2ccc3c(c2)OCO3)CC1	-6	-0.9	-0.3	3	0	0	i	-1	0	-8
Cc1ccc(SCC(=O)NC(C)c2ccccc2)cc1 (centres undefined)	-6	0.3	0.1	-1	-6	-5	i	4	2	-3
CCOC(=O)[C@]12CCCC=C1N(Cc1cccc3ccccc13)C(=O)[C@H](CC(=O)N1CCN(C(=O)c3ccco3)CC1)C2	/	0.9	-0.5	-2	/	/	/	/	3	9
O=C(NCCCCCCNC(=O)OCCO)OCCO	-3	-0.6	-0.1	-5	-4	1	i	1	1	-6
Cc1ccc(NC(=O)Cn2c(CCC(=O)O)ccc2-c2cccs2)cc1Cl	-6	1.1	0.1	16	-2	-8	i	-4	7	-1
CSC1=C(C#N)C(CC(C)C)C2=C(CCCC2=O)N1 (centres undefined)	2	2.0	-0.7	-6	-2	1	i	-2	-9	-4
CCOC(=O)C1=C(O)C(=O)N(c2ccc(S(N)(=O)=O)cc2)C1c1ccccc1 (centres undefined)	-3	-0.5	-0.5	2	-10	-5	i	0	-10	-3
COc1ccccc1N1CCN(CC(=O)Nc2ccccc2C(=O)NC(C)c2ccccc2)CC1 (centres undefined)	-5	0.3	-0.2	-2	-3	0	i	-1	-1	-1
CCOC(=O)c1c(NC(=O)COC(=O)c2ccccc2NC)sc(C(=O)N(C)C)c1C	3	3.4	-0.5	-2	-13	-3	i	1	7	-4
CN(C(=O)c1ccc(NC(=O)Cc2ccc(NC(=O)C3CCCN(C(=O)C4CCCCC4)C3)cc2)cc1)C1CCCC1 (centres undefined)	16	-0.8	0.1	-3	4	1	i	1	1	10
Cn1nc(C(F)(F)F)c(-c2ccc(Br)cc2)c1NC(=O)CSCC(=O)O	7	-0.8	0.1	3	-3	-1	i	-3	-3	-5
Nc1nnc(SCC(=O)Nc2cccc3ccccc23)s1	16	-1.1	0.0	3	-3	1	i	-1	-8	0
CC(=O)c1ccc(N2CCN(CC(O)COC(c3ccccc3)c3ccccc3)CC2)cc1 (centres undefined)	-3	-0.4	1.3	0	12	-3	i	3	-3	2
Cc1c(C)n(Cc2ccccc2)c2ccc(C(=O)OCCCN(C)C)cc12	1	-3.3	0.0	-6	-4	-1	i	5	2	-6
CC(=O)c1cc2c(cc1NC(=O)c1cnc(C)cn1)OCO2	5	1.1	0.1	-1	-4	8	i	0	-12	-2
Cc1cccc(C)c1NC(=O)C1c2ccccc2Oc2ccccc21	5	-3.1	0.1	3	1	20	i	-2	3	-3
CCc1cc(=O)oc2cc(C)cc(O)c12	-8	-1.9	-0.4	-6	0	12	i	0	-1	-1
C/C(N)=C(/C#N)C(=O)CSc1nnc(COc2ccccc2Cl)o1	-9&-23	12&12	-0.2&-0.1	-4&-5	44&28	12&4	i	10&6	3&-1	3&-8
O=S1(=O)CCN(CCc2ccccc2)CC1	-6	-0.7	0.0	3	/	-1	i	0	1	0
Cc1ccccc1Nc1nc(N)nc(CSCC(=O)Nc2cccc(Br)c2)n1	-4	1.3	-0.6	-14	1	-5	i	-1	-7	-1
N#Cc1c(-c2cccs2)cc(-c2ccccn2)nc1N	10	2.8	-1.1	3	-7	-6	i	0	-8	7
CC1(Cc2ccc(S(C)(=O)=O)cc2)C(=O)Nc2ccc(Cl)cc21 (centres undefined)	20	-1.5	-0.1	4	/	5	i	-3	2	1
CCOc1ccccc1NC(=O)c1ccc(S(=O)(=O)N2CCCCC2)cc1	-9	3.1	-0.3	1	-7	1	i	2	5	-4
Cc1cc(C(=O)CCC(=O)N2CCN(c3ccccc3O)CC2)c(C)s1	-3	0.9	-0.5	-2	-7	-8	i	3	3	9
CN(Cc1ccccc1)C(=O)COC(=O)c1ccccc1Nc1ccccc1	-9	5.5	-0.4	2	-13	-17	i	1	-2	-6
c1ccc(-n2c(Cc3cccnc3)nc3cnccc32)cc1	-16	-0.7	-0.3	4	1	5	i	-1	2	0

Compound activity deposited in PubChem by several laboratories.

An unsorted share of the library, and some 3.6% of all compounds hit somewhere here.
